MEP2 TOR yeast: modulators of MEP2-GFP levels in yeast, primary screen, S. cerevisiae, multiplex flow cytometry, MLPCN library; S. cerevisiae MEP2-GFP strain, 3 h; 100% = DMSO control level; GFP response vs DMSO, % at 10 µM; actives 0.51% (n = 330,000); AID 2016, 2009;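 active means GFP response versus DMSO above a set limit, roughly screen mean plus 3 SD, cut at about 180% in these data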;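 further: median GFP fluorescence of the barcode-gated MEP2-GFP cells per well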
VLA-4 inh: inhibition in human VLA-4 binding assay, primary screen, VLA-4 allosteric modulator project, MLPCN library, flow cytometry, VLA-4 expressing cells. actives 0.2% (n = 330,000). ligand binding flow cytometry. Integrin alpha-4 (Homo sapiens), P13612. inhibition, % (about 7 µM as worked out from the volumes in the protocol); in the data active means inhibition above about 50%
RPL19A TOR yeast: RPL19A-GFP expression modulators in yeast, primary screen, cell-based, S. cerevisiae, multiplex flow cytometry, MLPCN. percent response vs DMSO, % at 10 µM. actives 0.3% (n = 330,000). S. cerevisiae RPL19A-GFP strain, 3 h; stronger effect = lower value. AID 2025, 2009;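 active means percent response vs DMSO below 50%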;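 further: median channel GFP fluorescence of the barcoded RPL19A-GFP strain; ratio of sample median GFP to plate DMSO average so 100% = DMSO; lower means less RPL19A-GFP as with rapamycin TOR inhibition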
GRK2 inh: compounds blocking aptamer binding on GRK2 – biochemical, human GRK2, bead flow cytometry, HTS, primary screen; Beta-adrenergic receptor kinase 1 (Homo sapiens), P25098; FAM-aptamer displacement from GRK2; inhibition of aptamer binding, % at 10 µM; actives 0.59% (n = 330,000); AID 488847, 2010;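 active means inhibition of aptamer binding above 40%, roughly 3 SD of noise, on plates passing a quality check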;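 further: median bead fluorescence of bound FAM aptamer so fluorescent compounds give negative values; no value below 0 was filed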
Target sequence (P25098 whole entry, looked up): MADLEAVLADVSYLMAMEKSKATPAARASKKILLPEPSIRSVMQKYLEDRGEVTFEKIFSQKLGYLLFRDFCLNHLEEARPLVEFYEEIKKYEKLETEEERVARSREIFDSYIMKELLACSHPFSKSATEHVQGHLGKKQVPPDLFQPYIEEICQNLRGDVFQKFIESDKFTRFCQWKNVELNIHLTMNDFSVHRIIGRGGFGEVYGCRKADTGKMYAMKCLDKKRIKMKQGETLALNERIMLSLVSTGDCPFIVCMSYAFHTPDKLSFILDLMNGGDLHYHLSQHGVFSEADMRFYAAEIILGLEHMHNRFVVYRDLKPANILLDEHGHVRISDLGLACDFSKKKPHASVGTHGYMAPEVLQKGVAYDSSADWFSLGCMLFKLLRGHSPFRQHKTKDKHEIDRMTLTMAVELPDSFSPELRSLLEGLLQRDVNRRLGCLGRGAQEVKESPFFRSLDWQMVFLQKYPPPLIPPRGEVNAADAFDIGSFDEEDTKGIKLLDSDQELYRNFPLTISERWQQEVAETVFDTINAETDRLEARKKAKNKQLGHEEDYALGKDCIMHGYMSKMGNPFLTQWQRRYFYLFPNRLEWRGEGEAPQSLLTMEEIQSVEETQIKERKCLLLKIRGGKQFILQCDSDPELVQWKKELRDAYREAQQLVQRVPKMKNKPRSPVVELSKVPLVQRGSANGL
CIT2 TOR yeast: modulators of CIT2-GFP expression in yeast, primary screen, S. cerevisiae, GFP fusion, multiplex flow cytometry, MLPCN library; S. cerevisiae CIT2-GFP strain, 3 h; 100 means same as DMSO wells; GFP response vs DMSO, % at 10 µM; actives 0.065% (n = 320,000); AID 2029, 2009;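 active means GFP response relative to DMSO above a set limit, near the screen mean plus 3 SD, cut at about 150% in these data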;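 further: ratio of well median GFP fluorescence to mean of DMSO wells on the plate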
LAP4 TOR yeast: modulators of LAP4-GFP expression in yeast, primary screen, S. cerevisiae, multiplex flow cytometry, MLPCN library. actives 0.34% (n = 320,000). GFP response vs DMSO, % at 10 µM. 3 h; median GFP as percent of DMSO wells. AID 2023, 2009;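 active means GFP response vs DMSO above a set limit, about the screen mean plus 3 SD, cut at about 150% in these data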
AGP1-GFP MLPCN: modulators of AGP1-GFP expression in yeast TOR pathway, primary screen, cell-based, multiplex flow cytometry, S. cerevisiae, MLPCN library; 3 h; GFP as percent of DMSO wells; GFP response vs DMSO, % at 10 µM; actives 0.02% (n = 320,000);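 active means GFP response relative to DMSO above a set limit, near screen average plus 3 SD, cut at about 150% in these data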;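 further: median GFP channel fluorescence of the gated AGP1 strain per well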
JMJD2C inh: inhibitors of GASC-1 histone demethylase, primary screen, biochemical, fluorescence, DELFIA europium; inhibition, % at 2.35 µM; Lysine-specific demethylase 4C (Homo sapiens), Q9H3R0; AID 2099, 2009; actives 0.069% (n = 330,000); GST-JMJD2C(1-420) H3K9me3 demethylation;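 active means more than half of a compound's replicate wells show inhibition beyond 50%, single wells judged on their own value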;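 further: signal counts dimethyl H3K9 product captured on neutravidin plate; 0% = median of DMSO wells and 100% = 0.3 times that DMSO median; strong numbers were not always called active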
Target sequence (Q9H3R0 1-420 limits assumed): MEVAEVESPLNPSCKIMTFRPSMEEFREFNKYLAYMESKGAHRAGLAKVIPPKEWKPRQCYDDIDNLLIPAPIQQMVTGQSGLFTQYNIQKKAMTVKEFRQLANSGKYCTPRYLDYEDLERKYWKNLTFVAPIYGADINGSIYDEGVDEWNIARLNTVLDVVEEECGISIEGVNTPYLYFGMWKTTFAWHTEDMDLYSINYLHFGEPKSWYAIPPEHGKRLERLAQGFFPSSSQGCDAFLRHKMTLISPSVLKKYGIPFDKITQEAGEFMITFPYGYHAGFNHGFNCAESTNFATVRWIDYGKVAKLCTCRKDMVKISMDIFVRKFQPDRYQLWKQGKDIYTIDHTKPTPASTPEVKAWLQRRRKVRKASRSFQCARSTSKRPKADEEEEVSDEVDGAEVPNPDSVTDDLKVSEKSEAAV
* = called active by the depositor; x = no result given; & = joins results of further samples; ! = not confirmed by another sample.

SMILES | MEP2 TOR yeast | VLA-4 inh | RPL19A TOR yeast | GRK2 inh | CIT2 TOR yeast | LAP4 TOR yeast | AGP1-GFP MLPCN | JMJD2C inh
O=C(COc1coc(CN2CCN(c3ccccc3F)CC2)cc1=O)Nc1ccccc1 | 93 | 3 | 94 | 23 | 109 | 102 | 105 | 4
CS(=O)(=O)c1ccccc1C(=O)Nc1cccc2ncccc12 | 94 | 1 | 95 | 1 | 94 | 82 | 90 | 16
COc1cc(OC)c(OC)cc1/C=N/Nc1ncnc2c1[nH]c1ccccc12 | 110 | 11 | 106 | 2 | 99 | 99 | 106 | 2
COc1ccc(NC(=O)C2C(=O)N(CCO)C3(C)CC2c2ccccc2O3)cc1 (stereo not drawn) | 100 | 29 | 93 | 0 | 99 | 93 | 93 | -5&2
CC(C)C(=O)NC(C)C(c1cccs1)N1CCN(C)CC1 (stereo not drawn) | 94 | -2 | 101 | 2 | 108 | 98 | 102 | 10
CCOC(=O)c1cnn(-c2ccc(C(C)C)cc2)c1NC(=O)C1CCC1 | 118 | -7 | 97 | 9 | 100 | 95 | 98 | 3
Cn1nc(C(=O)NNC(=O)CCc2ccccc2Cl)c2ccccc2c1=O | 102 | 6 | 99 | 0 | 101 | 106 | 105 | -4
Cc1ccccc1Nc1ncnc(N)n1 | 100 | 17 | 102 | 0 | 106 | 106 | 105 | -19
Cc1nn(CC(=O)NNC(=S)Nc2ccccc2)c(C)c1[N+](=O)[O-] | 92 | -7 | 94 | 2 | 99 | 90 | 98 | -6
CCOc1ccc2nc(NC(=O)C3=NNC(=O)CC3)sc2c1 | 124 | 0 | 109 | 3 | 100 | 101 | 102 | -7
CCN1C(=O)/C(=C2\C=Cc3cc(C)ccc3N2CC)OC1=S | 101 | 12 | 101 | 2 | 100 | 101 | 102 | 8
O=C(O)CCCCCN1C(=O)/C(=C\c2ccc(-c3ccc(Cl)cc3)o2)SC1=S | 100 | -58 | 96 | 8 | 93 | 104 | 99 | 1
CCC(=O)c1ccc(OCC(=O)OCC(=O)N(CCC#N)c2ccc3c(c2)OCCO3)cc1 | 106 | 2 | 102 | 5 | 109 | 105 | 108 | -4
Cc1ccc(C(=O)Nc2ccccc2C(=O)NC(Cc2c[nH]c3ccccc23)C(=O)O)cc1 (stereo not drawn) | 96 | 1 | 104 | 0 | 93 | 102 | 95 | -2
CC(C)(C)c1ccc(C(=O)N2CCCCCC2=O)cc1 | 103 | 12 | 98 | 0 | x | 88 | 98 | -5
Cc1ccc(-c2nn(C)c(=O)c3ccccc23)cc1S(=O)(=O)N1CCOCC1 | 103 | 7 | 98 | 1 | 102 | 100 | 104 | 13
CSC(=NC#N)N1CCN(c2c(C)cccc2C)CC1 | 104 | 4 | 102 | 0 | 110 | 100 | 109 | 6
C=C1CCN([C@@H](Cc2ccccc2)C(=O)N2CCOCC2)S(=O)(=O)c2ccccc21 | 96 | 17 | 102 | 0 | 96 | 107 | 91 | -34
O=C(N/N=C/c1c(O)ccc2ccccc12)c1[nH]ncc1Br | 112 | 20 | 99 | 4 | 104 | 99 | 100 | -5
NC(=O)c1ccc(NC(=O)COC(=O)CNC(=O)c2sc3ccccc3c2Cl)cc1 | 103 | 6 | 105 | 3 | 99 | 112 | 110 | -2
COc1ccc(C2C3=C(CC(c4ccco4)CC3=O)Nc3ccccc3N2C(C)=O)cc1 (stereo not drawn) | 101 | 18 | 101 | 0 | 105 | 97 | 109 | 0
Cc1ccc(Nc2ccc(C(=O)O)cc2N)cc1 | 107 | 11 | 100 | 7 | 101 | 103 | 100 | -45
C=CCNC(=O)C(=O)c1cccn1-c1ccsc1C(=O)OC | 97 | -1 | 100 | 1 | 92 | 99 | 97 | 3
O=C(Nc1cnn(Cc2c(Cl)cccc2Cl)c1)C(c1ccccc1)c1ccccc1 | 93 | -15 | 95 | 5 | 102 | 91 | 95 | 11
Cn1c(N)c(C(=O)COC(=O)C2(c3cccc(F)c3)CCCC2)c(=O)n(C)c1=O | 87 | -5 | 89 | 1 | 84 | 88 | 89 | 5

Reprinted from the results shown, 2 compounds:
SMILES | MEP2 TOR yeast | VLA-4 inh | RPL19A TOR yeast | GRK2 inh | CIT2 TOR yeast | LAP4 TOR yeast | AGP1-GFP MLPCN | JMJD2C inh
O=C(COc1coc(CN2CCN(c3ccccc3F)CC2)cc1=O)Nc1ccccc1 | 93 | 3 | 94 | 23 | 109 | 102 | 105 | 4
CS(=O)(=O)c1ccccc1C(=O)Nc1cccc2ncccc12 | 94 | 1 | 95 | 1 | 94 | 82 | 90 | 16

Continuation:
SMILES | MEP2 TOR yeast | VLA-4 inh | RPL19A TOR yeast | GRK2 inh | CIT2 TOR yeast | LAP4 TOR yeast | AGP1-GFP MLPCN | JMJD2C inh
CCCC(=O)Nc1ccc(C(=O)COC(=O)C2CC2)cc1 | 108 | -5 | 107 | 0 | 105 | 110 | 105 | -1
COc1ccc(OCCSc2nnc3sc4ccccc4n23)cc1 | 92 | -22 | 94 | 0 | 92 | 119 | 93 | -8
Clc1ccc(Oc2ncnc3oc(-c4ccccc4)cc23)cc1 | 97 | 2 | 94 | 0 | 89 | 99 | 95 | -3
Cc1ccc(S(=O)(=O)N(C)C)cc1[N+](=O)[O-] | 93 | -2 | 100 | 2 | 94 | 106 | 102 | -1
COc1ccc(NC2CCCN(C(=O)c3ccc4[nH]c(C)c(C)c4c3)C2)cc1OC (stereo not drawn) | 95 | -4 | 96 | 0 | 93 | 91 | 94 | -11
O=C(Cc1ccsc1)NNC(=O)c1cccc(Cl)c1 | 101 | 8 | 109 | 0 | 112 | 66 | 81 | -22
O=c1c2ccccc2nc(SCc2nnc(-c3ccccc3Br)o2)n1Cc1ccco1 | 93 | 7 | 93 | 2 | 92 | 102 | 99 | 4&0
Cc1csc2nc(CSc3ccc(Cl)cc3)cn12 | 99 | -7 | 95 | 13 | 76 | 119 | 90 | 192
O=C(O)C(=O)/C(=C\c1ccc(Cl)cc1)c1ccc2ccccc2n1 | 114 | -15 | 106 | 1 | 79 | 107 | 95 | 3
CC(=O)c1ccc(Nc2c3c(c(C#N)c4nc5ccccc5n24)CCC3)cc1 | 92 | 2 | 101 | 1 | 100 | 94 | 99 | 4
Cc1cc(/C=C2/C(=N)N3C(=NC2=O)SN=C3S(C)(=O)=O)c(C)n1-c1ccc(F)cc1 | 101 | 5 | 103 | 1 | 101 | 89 | 98 | 4
CCOC(=O)CSc1nnc(CNC(=O)c2cccs2)n1-c1cc(C)ccc1C | 104 | 11 | 97 | 4 | 94 | 99 | 98 | x
Cc1ccccc1NC(=O)c1cc(S(=O)(=O)N2CCOCC2)ccc1F | 103 | 4 | 100 | 0 | 103 | 97 | 95 | -9
NC(CC(=O)OC1CCCCC1)C(=O)OC1CCCCC1 (stereo not drawn) | 102 | -2 | 98 | 3 | 105 | 92 | 103 | -6
O=C(NCCc1cccnc1)C1CCC(=O)N(Cc2cccc(C(F)(F)F)c2)C1 (stereo not drawn) | 92 | 1 | 97 | 0 | 105 | 96 | 98 | -4
COC(=O)C(NC(=O)c1ccc(F)cc1)(Nc1nc(C)cs1)C(F)(F)F (stereo not drawn) | 104 | -4 | 101 | 0 | 113 | 98 | 101 | 7
Cc1cc(NC(=O)c2ccccc2F)n(-c2nc3ccccc3[nH]2)n1 | 100 | -7 | 98 | 1 | x | 91 | 100 | 7
COc1ccc(N2CCN(C(=O)c3ccc(N(C)S(=O)(=O)c4ccc(OC)cc4)cc3)CC2)cc1 | 105 | 0 | 102 | 0 | 113 | 106 | 105 | -5
COc1ccc(/C=C/C(=O)N(Cc2ccccc2)c2ccccn2)cc1OC | 97 | 22 | 102 | 1 | 98 | 81 | 94 | -3
Cn1c(CCNC(=O)c2ccco2)nc2cc([N+](=O)[O-])ccc21 | 89 | 10 | 94 | 0 | 96 | 97 | 107 | 6
Nc1nc(NCCCN2CCOCC2)nc(Nc2ccc(F)cc2)c1[N+](=O)[O-] | 103 | 8 | 102 | 0 | 99 | 104 | 102 | -2
O=C(CCCN1C(=O)c2cccnc2C1=O)Nc1ccc(F)cc1Cl | 100 | 13 | 100 | 0 | 103 | 97 | 98 | -2
C/C(=N\NC(=O)c1cccc(N/N=C(\C)c2ccccc2)c1)c1ccccc1 | 100 | 13 | 93 | 3 | 91 | 103 | 94 | -6
Cc1cc(C)n(CC(C)NCc2cn[nH]c2-c2cccc3ccccc23)n1 (stereo not drawn) | 96 | 21 | 93 | 0 | 93 | 89 | 95 | 3
COC(=O)c1cc(=O)n(-c2ccccc2)c(=Nc2ccccc2)s1 | 93 | 9 | 96 | 0 | 91 | 106 | 97 | 15

A different layout for some results above.
SMILES	MEP2 TOR yeast	VLA-4 inh	RPL19A TOR yeast	GRK2 inh	CIT2 TOR yeast	LAP4 TOR yeast	AGP1-GFP MLPCN	JMJD2C inh
COc1cc(OC)c(OC)cc1/C=N/Nc1ncnc2c1[nH]c1ccccc12	110	11	106	2	99	99	106	2
COc1ccc(NC(=O)C2C(=O)N(CCO)C3(C)CC2c2ccccc2O3)cc1 (stereo not drawn)	100	29	93	0	99	93	93	-5&2

(listing goes on)
SMILES | MEP2 TOR yeast | VLA-4 inh | RPL19A TOR yeast | GRK2 inh | CIT2 TOR yeast | LAP4 TOR yeast | AGP1-GFP MLPCN | JMJD2C inh
O=C1CC(Nc2ccccc2)C(=O)N1Cc1ccccc1 (stereo not drawn) | 102 | -4 | 100 | 1 | 91 | 105 | 106 | 4
Cc1ccc(NC2c3ncccc3C(=O)N2Cc2cccs2)cc1 (stereo not drawn) | 100 | -8 | 103 | 8 | 102 | 97 | 105 | 24
CCCCc1nnc(SCC(=O)NC2CCCCC2)n1C | 99 | 4 | 105 | 3 | 117 | 109 | 101 | -4
COc1ccccc1OCC(O)CN1CCN(CC(=O)Nc2c(C)cccc2C)CC1 (stereo not drawn) | 98&91 | 51*! | 103&98 | 0&2 | 98&106 | 112&105 | 102&95 | -1
CN1CCCC(CN2c3ccccc3Sc3ccccc32)C1 (stereo not drawn) | 97 | 24 | 102 | 0 | 94 | 98 | 98 | -9
COc1ccccc1NS(=O)(=O)c1cc(NC(=O)c2cc(=O)[nH]c3ccccc23)ccc1N1CCOCC1 | 91 | -1 | 94 | 1 | 74 | 91 | 102 | -7
CC(C)CN(C(=O)CN1C(=O)NC(c2ccccc2)(c2ccccc2)C1=O)C1CCS(=O)(=O)C1 (stereo not drawn) | 98 | 9 | 104 | 2 | 98 | 101 | 104 | -5
COC(=O)c1c(-n2c(C)cc(C=O)c2C)sc2c1CCCC2 | 87 | 12 | 94 | 3 | x | 93 | 87 | 10
Cc1ccc(-c2nc3ccccc3s2)cc1NC(=S)NC(=O)c1cccc2ccccc12 | 91 | 4 | 104 | 0 | 99 | 95 | 101 | 9
COc1ccc(C(c2nnnn2C(C)(C)C)N2CCN(C)CC2)cc1OC (stereo not drawn) | 99 | 17 | 97 | 1 | 111 | 93 | 96 | 12
CC(C)OC(=O)CSc1nnc(-c2ccc([N+](=O)[O-])cc2)o1 | 92 | 8 | 94 | 0 | 89 | 98 | 91 | -12
COc1cccc(S(=O)(=O)Nc2ccc(C(=O)Nc3ccncc3)cc2)c1 | 102 | -26 | 101 | 4 | 99 | 99 | 103 | -6
COc1cccc2c1OCC(CN1CCN(Cc3ccccc3F)C(CCO)C1)=C2 (stereo not drawn) | 87 | 5 | 96 | 0 | 79 | 77 | 109 | -17
CN1CCC(OC(=O)COc2ccc(Cl)cc2Cl)CC1 | 96 | 8 | 97 | 0 | 103 | 105 | 103 | 12
CC(=O)Nc1ccc(S(=O)(=O)Nc2ncccn2)cc1 | 101 | 0 | 99 | 0 | 106 | 102 | 105 | -12

Screens as filed in PubChem.
